# Compound activity: PubChem, several laboratories
# N-glyco inh: blocks N-linked glycosylation in D54 reporter cells; reporter increase, % at 12.5 µM; D54 ERlucT glycosylation luciferase reporter, 24 h; percent of 100 nM tunicamycin response; 360,000 tested, 0.23% active; AID 588692;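 active = mean luciferase reporter signal, scaled so untreated is 0 and the glycosylation-blocking control 100, at or above a set limit in every replicate; inconclusive = mean reaches the limit but not every replicate does; inactive = mean below the limit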;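 also: luciferase carries N-glycosylation sites so blocking glycosylation raises the light; 0% = median of neutral control wells and 100% = median of 100 nM tunicamycin wells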
# Vif imaging: HIV Vif inhibition | HEK293T cells, Vif self-association by quenched fluorescence, imaging, 24 h | inhibition, % at 7.49 µM | 340,000 tested, 0.35% active; in the data active = inhibition above about 50%, passing the limit was not always enough; inconclusive = no clear call, values can overlap the other calls; inactive = below about 31%; also: some results filed as inactive read as strong as hits
# aDG glyco act: increases alpha dystroglycan glycosylation. Pro5-aDG cells, alpha-DG glycosylation AlphaScreen (IIH6); 0% Pro5, 100% B10-LARGE cell signal. activation, % at 10 µM. 360,000 tested, 0.22% active. AID 624168;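 active = activation of at least 8% versus controls, or a plate z-score of at least 8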;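 also: Pro5 are CHO cells carrying HIG-tagged alpha-DG that lacks glycosylation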
# Exocytosis inh: blocks lytic granule exocytosis. TALL-104 LAMP-1 surface exposure, flow cytometry; cells stimulated with thapsigargin and PMA. inhibition, % at 10 µM. 360,000 tested, 0.66% active. AID 651702;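 active = inhibition above about 55%, limit read from the data; inconclusive = no clear call, values can overlap the other calls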
# NOD2 RIPK2 PPI: blocks binding of human NOD2 to RIPK2 | O43353 | CHO BLA complementation NOD2-RIPK2, CCF4 ratio | inhibition, % at 4.98 µM | 360,000 tested, 0.38% active | AID 624267; in the data active = inhibition above about 21%;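 also: 0% = vehicle only and 100% = reference blocker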
# ABCB6 inh MLPCN: inhibitors of human ABC transporter ABCB6 | Q9NP58 | K562-ABCB6 porphyrin accumulation, flow cytometry, 1 h; stronger effect = lower value | fluorescence ratio to DMSO, % at 10 µM | 360,000 tested, 0.19% active | AID 602162;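 active = fluorescence ratio to DMSO below 75%, the collection mean minus 3 SD; inconclusive = too few cells collected in the well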;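 also: signal is porphyrin accumulated inside mitochondria; 100% equals median channel fluorescence of DMSO control wells; lower ratio means ABCB6 inhibition with less porphyrin fluorescence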
# Target sequence (Q9NP58 whole entry, looked up): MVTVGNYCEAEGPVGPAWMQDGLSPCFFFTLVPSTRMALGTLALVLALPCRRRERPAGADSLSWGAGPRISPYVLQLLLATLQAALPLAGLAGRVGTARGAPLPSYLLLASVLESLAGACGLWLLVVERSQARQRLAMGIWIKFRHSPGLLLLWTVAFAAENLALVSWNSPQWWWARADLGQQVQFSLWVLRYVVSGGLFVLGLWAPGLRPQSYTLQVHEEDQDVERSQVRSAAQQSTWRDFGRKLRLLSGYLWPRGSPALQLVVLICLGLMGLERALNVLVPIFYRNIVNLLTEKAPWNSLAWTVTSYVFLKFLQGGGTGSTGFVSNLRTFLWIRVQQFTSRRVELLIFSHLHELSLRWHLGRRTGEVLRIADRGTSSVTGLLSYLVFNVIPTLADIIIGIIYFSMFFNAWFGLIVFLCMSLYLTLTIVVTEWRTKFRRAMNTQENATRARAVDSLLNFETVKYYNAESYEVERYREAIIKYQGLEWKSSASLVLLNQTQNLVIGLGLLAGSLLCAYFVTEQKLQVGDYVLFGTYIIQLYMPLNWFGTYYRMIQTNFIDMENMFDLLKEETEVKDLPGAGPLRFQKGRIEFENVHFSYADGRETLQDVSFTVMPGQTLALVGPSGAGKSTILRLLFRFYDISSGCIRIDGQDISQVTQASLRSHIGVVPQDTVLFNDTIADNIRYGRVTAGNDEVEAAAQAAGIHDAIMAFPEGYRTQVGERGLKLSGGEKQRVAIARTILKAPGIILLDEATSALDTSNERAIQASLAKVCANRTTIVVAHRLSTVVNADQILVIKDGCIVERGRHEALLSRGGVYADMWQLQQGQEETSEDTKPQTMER
# MC4R barr agon: activates human MC4R beta-arrestin recruitment; U2OS MC4R beta-arrestin complementation, luminescence; percent of melanotan II response, DMSO zero; 360,000 tested, 0.98% active; P32245; activation, % at 8.9 µM; AID 540308;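 active = activation above a per-plate cutoff, the mean activation of sample wells on that plate plus 3 SD, cut at about 8% in these data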
# MC4R antag cAMP: blocks human MC4R cAMP signaling; MC4R-expressing cells, MTII-stimulated cAMP, LANCE TR-FRET; inhibition, % at 6.5 µM; 360,000 tested, 0.48% active; AID 540295;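 active = inhibition above its plate's cutoff, the mean of tested wells on that plate plus 3 SD, cut at about 29% in these data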;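 also: 0% = Melanotan II alone and 100% = Melanotan II plus saturating MCL0020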
#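 Assay system: U2OS-MC4R stable cell line; Also added: Melanotan II; Technique: Eu-cAMP/anti-cAMP TR-FRET, emission 671 nm; Times: 30-min compound, 1-h challenge, 1-h detection, room temperature.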
# ABHD5 PLIN5 PPI: inhibitors of human ABHD5-perilipin-5 interaction | inhibition, % at 4 µM | Split G. princeps luciferase complementation, luminescence, 4 h | Q00G26+Q8WTS1 | 360,000 tested, 0.78% active | AID 602281;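 active = inhibition above the mean inhibition across every tested compound plus 3 SD, cut at about 22% in these data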;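 also: 0% = DMSO only wells and the 100% control is not disclosed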
# TLR9-MyD88 inh: blocks human TLR9 binding to MyD88. 340,000 tested, 0.21% active. inhibition, % at 4.98 µM. Q9NR96+Q99836. CHO BLA complementation TLR9-MyD88, CCF4 FRET ratio;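 active = inhibition above the mean over all tested compounds plus 3 SD, cut at about 21% in these data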;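 also: 0% = DMSO only wells and 100% = clavulanate BLA inhibitor control wells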
# Active calls of the source: *; u = inconclusive; x = no result given.
entry	Vif imaging	ABHD5 PLIN5 PPI	MC4R antag cAMP	TLR9-MyD88 inh	Exocytosis inh	N-glyco inh	aDG glyco act	ABCB6 inh MLPCN	NOD2 RIPK2 PPI	MC4R barr agon	SMILES
1	u	2	4	4	2	1	-0.2	95	4	-1.9	COc1cccc(C2C(C#N)=C(N)SC(c3ccccc3)C2[N+](=O)[O-])c1 (configuration not stated)
2	-16	-13	12	1	7	-8	0.4	96	1	3.0	COc1ccccc1-c1c(C)nn2c(N3CCCCCC3)cc(C)nc12
3	-1	3	0	-4	-3	-3	0.0	97	-14	-1.0	O=C(CO/N=C/c1ccccc1)Nc1c(F)c(F)c(F)c(F)c1F
4	-1	-15	-3	0	11	0	0.0	169	-9	-1.3	COc1ccccc1CC(=O)NCCc1c[nH]c2ccccc12
5	x	-3	0	-6	7	-1	-0.1	90	-12	-1.9	O=C1CC(C(=O)N2CCN(c3ccccc3O)CC2)CN1Cc1ccccc1 (configuration not stated)
6	11	1	6	2	8	-2	0.4	96	3	9.7*	O=C(NC1CCSc2ccccc21)c1ccc(C(F)(F)F)cc1 (configuration not stated)
7	4	2	8	5	2	-1	0.1	99	3	-2.2	Cc1nc(SC(C)C(=O)NC2CCCCC2C)c2c(C)c(C)sc2n1 (configuration not stated)
8	3	-1	9	7	-2	1	-0.3	101	1	0.2	COc1ccc(C(=O)Nc2ccc([N+](=O)[O-])cn2)cc1OC
9	0	8	2	5	-8	1	0.1	93	-2	-2.3	C=CCOc1ccc(C(c2c(C(=O)O)[nH]c3ccccc23)c2c(C(=O)O)[nH]c3ccccc23)cc1
10	-4	9	8	-12	1	-1	0.1	96	1	-2.3	COc1ccccc1C(=O)NNC(=O)c1ccc(Br)o1
11	3	-1	-1	-2	0	0	0.1	89	-1	-1.3	CC(c1ccccc1)n1cc(C(=O)NCCN2CCOCC2)nn1 (configuration not stated)
12	2	1	9	-11	-2	2	0.0	96	14	-1.4	Cn1cc(Cl)c(-c2n[nH]c(=S)n2-c2ccccc2)n1
13	2	0	4	x	4	9	-0.4	95	9	-0.2	COc1ccc(NC(=O)C2(C)Cc3c(-c4ccc(N(C)C)cc4)ccnc3O2)cn1 (configuration not stated)
14	-11	-3	-4	2	-1	1	0.0	96	-3	-1.9	CCC(CC)NC(=O)CO/N=C/c1ccc(Cl)cc1Cl
15	0	-3	-2	7	0	0	0.1	100	12	-2.1	CCOC(=O)c1ccc(-n2c(N)c(C(=O)NCC3CCCO3)sc2=S)cc1 (configuration not stated)
16	6	0	1	x	13	2	0.0	103	-6	0.2	CCn1cc(C(=O)NCC(C)C)c(=O)c2cc(F)c(N3CCN(C)CC3)cc21
17	x	6	x	x	-1	x	0.0	x	-10	x	CCCCCCCCN1C(=O)[C@H](CC(=O)NCC2CCCCC2)C[C@@]2(C(=O)OCC)CCC=C12
18	x	-6	4	x	-3	-2	0.2	90	-9	-2.5	COc1cc(CNC(=O)c2cc(-c3cc(F)ccc3OCC3CCCO3)n[nH]2)cc(OC)c1 (configuration not stated)
19	2	1	-2	2	-2	-1	-0.3	95	-11	-2.5	O=C(O)C1CCN(C(=O)COc2ccc(Br)cc2)CC1
20	-15	-2	-5	-9	-2	8	2.1	135	1	-2.3	CCOc1ccc(N=C/C=C/c2ccccc2)c(O)c1
21	10	2	9	x	-1	-3	0.0	94	-6	-1.5	CC(=O)NC(C)(c1ccccc1)c1nc(-c2cc(F)cc(F)c2)cs1 (configuration not stated)
22	-4	-1	18	4	2	3	-0.1	83	-6	-0.9	O=C(CNS(=O)(=O)c1ccc(Cl)cc1)OCC(=O)N1CCCc2ccccc21
23	-2	1	5	9	0	0	-0.1	98	-5	-0.6	CCOc1ccc(-n2c(COc3ccccc3)nnc2SCC(N)=O)cc1
24	9	-4	8	-2	-1	2	-0.4	105	2	0.2	CCOCC(=O)Nc1c(C(=O)Nc2ccccc2OC)oc2ccccc12
25	10	-4	1	5	-3	-14	0.0	95	-1	1.1	Fc1ccc2cc(CCO[C@H]3CCCCO3)ncc2c1
26	-2	6	0	2	-3	-3	0.0	100	-14	2.3	N/C(=N\OC(=O)c1ccc(F)cc1)c1ccccc1
27	7	7	3	-7	-4	1	-0.1	100	-13	-1.6	Cn1cc(C=CC(=O)O)c2nccnc21
28	37	3	2	-3	2	6	0.0	95	-2	0.0	CC(=O)Nc1cccc(C(=O)NNC(=O)c2n[nH]c(=O)c3ccccc23)c1
29	x	8	x	x	1	x	0.0	100	-4	x	CCCCCCCCN1C(=O)[C@H](CC(=O)N2CCN(C(=O)OCC)CC2)C[C@@]2(C(=O)OCC)CCCC=C12
30	x	0	1	-2	-3	x	-0.2	104	-14	-5.2	O=C(N/C(=C/c1cccnc1)C(=O)N1CCCCCC1)c1cccc(Br)c1
31	2	-2	4	9	-1	-1	0.3	102	-7	-1.4	O=C(NCC1CCCO1)C(c1ccc(F)cc1)N(Cc1ccc(F)cc1)C(=O)Cn1nnc(-c2cccs2)n1 (configuration not stated)
32	x	14	x	x	26	x	0.1	95	2	x	O=C(c1cccc(Cl)c1)N1CCC(=O)N([C@H](COCc2cccc(Cl)c2)Cc2ccccc2)CC1
33	25	2	-5	-7	3	4	-0.3	98	-11	-2.8	C(=NCCCN1CCOCC1)c1ccc2c(c1)OCO2
34	13	2	-2	-2	-4	1	0.3	100	-3	-1.0	O=C(COc1ccc(-c2nnco2)cc1)NCc1ccccc1Cl
35	-2	3	-2	5	0	4	0.2	87	0	0.6	O=C1CCCN1CCCNC(=S)Nc1cccc2ccccc12
36	-2	1	3	2	-3	2	-0.1	102	10	-1.7	c1ccc2c(-c3nn[nH]n3)cccc2c1
37	2	3	13	4	-4	3	0.0	95	-1	-4.1	COCCCNC(=S)NNC(=O)c1cc(-c2cccnc2)nc2ccccc12
38	-28	2	5	-4	-10	1	-0.2	96	-3	-2.4	CCC(C)c1c(O)nc(SCC(=O)N2CCCCCC2)[nH]c1=O (configuration not stated)
39	-7	0	-5	-14	0	-1	-0.1	95	-1	-2.6	COc1cccc(C(=O)NC(=O)Nc2nc(C)cc(C(F)(F)F)n2)c1
40	8	0	4	5	-8	1	-0.1	104	3	2.0	Cc1cc(O)cc2c(=O)c3ccccc3sc12
41	-4	2	10	-6	-2	2	0.0	94	2	-0.9	O=C(/C=C/c1ccc2c(c1)OCO2)c1ccccn1
42	2	23*	-5	-4	3	2	-0.1	94	-5	13*	COc1ccc(C(=O)Oc2ccc3oc(=O)sc3c2)cc1
43	-1	-9	-2	-7	0	-2	-0.1	93	-8	8.0	CO/N=C(\CS(=O)(=O)Cc1ccc(OC)cc1)c1ccc(Cl)cc1
44	-3	3	7	0	1	0	1.8	101	-5	-0.2	O=C(c1ccccc1)C(O)c1ccccc1 (configuration not stated)
45	4	2	0	1	0	1	0.1	94	-3	-0.7	O=C(Nc1ccncc1)c1ccccc1-c1ccccc1
46	0	15	12	-10	15	-5	0.8	105	-5	7.9	COc1cccc(-c2sc3ccc(OC)cc3c2-c2ccc(OCCN3CCCCC3)cc2)c1
47	-3	3	13	x	5	-1	0.5	104	-2	1.0	COc1ccccc1-c1ccc2c(c1)C(C)(Cc1ccc(Cl)cc1)C(=O)N2 (configuration not stated)
48	3	12	5	-8	2	2	-0.5	97	-5	0.4	COc1ccc(OCc2cc(C(=O)NC(C)Cn3cncn3)no2)c(Cl)c1 (configuration not stated)
49	-1	-4	14	0	-5	0	0.2	97	8	3.1	O=C(COC(=O)c1ccc(F)c(S(=O)(=O)N2CCOCC2)c1)NCc1ccc(Cl)cc1
50	5	4	5	2	-2	1	0.1	96	-2	0.5	S=C(Nc1ccc(Cl)cc1)N(CCCN1CCOCC1)Cc1ccco1
51	-11	-9	18	-4	0	-3	0.0	99	0	5.7	COc1ccc(-c2nnc(NC(=O)Cc3ccccc3)s2)c(OC)c1
52	-4	0	15	1	-4	2	0.1	98	-2	-1.2	NC(=O)NC(=O)CSc1nc(C2CCCCC2)n(-c2ccccc2)n1
53	0	-12	-8	-4	-6	-1	-0.2	99	-12	-1.1	CCCCN(CCCC)C(=S)NC(=O)C(C)(C)C
54	3	5	-5	1	-4	-10	-0.1	91	3	-0.6	COC(=O)N/N=C/c1cn(Cc2ccc(F)cc2)c2ccccc12
55	24	6	11	0	-13	1	-0.2	97	-7	-1.5	COc1cccc(NC(=O)Cc2nnc(SCC(=O)NC3=NCCS3)n2C)c1
56	-6	1	17	-1	-6	-2	0.0	98	-1	0.1	CC(Oc1cccc2cccnc12)C(=O)N/N=C/c1ccc2c(c1)OCO2 (configuration not stated)
57	-3	1	15	-1	6	-3	0.9	102	-9	1.4	CC(C)(C)NC(=O)Nc1ccc(F)c(Cl)c1
58	-5	3	4	9	4	1	0.0	103	-7	-3.4	Cc1ccc(C)c(N2N=C(C(=O)OCC(=O)N(C)c3ccccc3)CCC2=O)c1
59	4	-2	1	-3	2	-5	-0.2	100	8	1.4	CC(C)c1ccc(N(C(=O)c2cc3ccccc3oc2=O)C2C=CS(=O)(=O)C2)cc1 (configuration not stated)

# This is a subset; rates above refer to the full screens.
